Screening data deposited in PubChem by National Center for Advancing Translational Sciences (NCATS).
POLH inh: qHTS for Inhibitors of Polymerase Eta; Potency, µM (highest dose often 114 µM), inactives show at the highest dose activity change, negative = inhibition, usual class: inhibitors; 390,000 tested, 1.2% active; recombinant Pol eta, fluorescent DNA replication assay; DNA polymerase eta (Homo sapiens), Q9Y253; also: potency is read from the fitted curve at half-maximal effect; % is scaled to controls: 0 for no effect and ±100 for the full control effect
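Fluorescent replication assay: 50 nM final substrate added after a 15 min room-temperature compound preincubation with 10 nM enzyme. Signal taken at 0 min and again at 10 min.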
PGK inhibitor: qHTS Assay to Find Inhibitors of Phosphoglycerate Kinase. Phosphoglycerate kinase, glycosomal (Trypanosoma brucei brucei), P07378. PGK/GAPDH coupled, Kinase-Glo luminescence, 60 min. Potency, µM (series often up to 57.5 µM), for inactives: at the top dose activity change, negative = inhibition, hits mostly inhibitors. 380,000 tested, 0.043% active; also: potency is read from the fitted curve at half-maximal effect; % is scaled to controls: 0 for no effect and ±100 for the full control effect; nearly all actives have a fitted effect of over 60% in size
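Luminescent ATP detection (Kinase-Glo Plus) follows a 60-minute room-temperature incubation, with wells lacking PGK as controls. Buffer: 100 mM TEA (pH 7.6), 5 mM MgCl2, 0.01% Tween-20. Coupling enzyme GAPDH (100 nM final) supplies unstable 1,3-BPG in-well.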
POLI inh: qHTS for Inhibitors of Polymerase Iota | Potency, µM (highest dose often 115 µM), inactives show top-dose activity, negative = inhibition, hits mostly inhibitors | Pol iota fluorescent replication assay, 10 min | 390,000 tested, 1% active | DNA polymerase iota (Homo sapiens), Q9UNA4 | AID 588590, 2011; also: potency is read from the fitted curve at half-maximal effect
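Pol iota at 10 nM preincubated 15 min with compounds at room temperature; reaction started with fluorescent substrate, 50 nM final. Fluorescence read kinetically at 0 and 10 min; buffer-only wells as negative control.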
BLM helicase inh: qHTS Assay for Inhibitors of Bloom's syndrome helicase (BLM). RecQ-like DNA helicase BLM (Homo sapiens), P54132. recombinant BLM DNA unwinding, fluorescence dequenching. Potency, µM (doses to about 56.1 µM), for inactives: top-dose activity change, negative = inhibition, actives largely listed as inhibitors. 350,000 tested, 0.2% active. AID 2528, 2010;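 also: potency is read from the fitted curve at half-maximal effect; plate controls were vehicle for no effect and no enzyme for full effect; nearly all actives have a fitted effect of over 35% in size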
POLB inh: qHTS Assay for Inhibitors of DNA Polymerase Beta; Potency, µM (highest dose often 114 µM), without a hit: top-dose activity change, negative = inhibition, hits mostly inhibitors; Pol beta primer extension/strand displacement, fluorescence kinetic; 340,000 tested, 1.3% active; also: potency is read from the fitted curve at half-maximal effect; % is scaled to controls: 0 for no effect and ±100 for the full control effect
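Pol beta (10 nM) was preincubated with compound for 15 min at room temperature. The reaction was then started with 50 nM substrate and read immediately and after a further 10 min at room temperature.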
RXFP1 antagonist: qHTS Assay for Antagonists of the Relaxin Receptor RXFP1 | Relaxin receptor 1 (Homo sapiens), Q9HBX9 | HEK293-RXFP1, relaxin-stimulated cAMP HTRF, 30 min; hits give low values | 350,000 tested, 0.59% active | activity change, negative = inhibition, % at 57.5 µM;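 active = activity change of -60% or lower, but not beyond a set lower limit; inconclusive = change between -60% and -40%, or beyond the set limit; inactive = change above -40%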; also: % is scaled to controls: 0 for no effect and ±100 for the full control effect
Target sequence (Q9HBX9 whole entry, looked up): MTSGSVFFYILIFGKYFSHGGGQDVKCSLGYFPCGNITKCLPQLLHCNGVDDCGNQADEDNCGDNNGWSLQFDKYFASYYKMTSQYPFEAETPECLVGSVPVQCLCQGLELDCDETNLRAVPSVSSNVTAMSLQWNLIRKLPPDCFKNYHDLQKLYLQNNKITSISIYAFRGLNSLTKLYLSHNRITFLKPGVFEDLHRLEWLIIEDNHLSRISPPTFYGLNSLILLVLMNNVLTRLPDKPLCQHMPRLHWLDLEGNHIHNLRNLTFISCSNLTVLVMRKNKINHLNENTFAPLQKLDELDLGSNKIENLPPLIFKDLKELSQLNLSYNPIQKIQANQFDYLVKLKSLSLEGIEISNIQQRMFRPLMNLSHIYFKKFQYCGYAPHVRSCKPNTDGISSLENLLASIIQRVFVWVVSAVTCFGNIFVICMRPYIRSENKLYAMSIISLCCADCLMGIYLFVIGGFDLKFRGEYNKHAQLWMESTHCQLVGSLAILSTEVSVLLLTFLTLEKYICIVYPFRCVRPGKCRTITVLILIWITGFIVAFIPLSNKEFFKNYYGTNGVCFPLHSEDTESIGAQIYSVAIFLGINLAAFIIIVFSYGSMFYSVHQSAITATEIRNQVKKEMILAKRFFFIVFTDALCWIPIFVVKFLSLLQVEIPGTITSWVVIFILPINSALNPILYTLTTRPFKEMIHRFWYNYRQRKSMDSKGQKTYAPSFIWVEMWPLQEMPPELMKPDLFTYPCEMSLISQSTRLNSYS
Apoferritin bind: qHTS Assay for Identification of Novel General Anesthetics. Ferritin light chain (Equus caballus), P02791. apoferritin/1-aminoanthracene competitive binding, fluorescence. Potency, µM (series often up to 77.5 µM), inactives show top-dose activity change, negative = displacement, usual class: inhibitors. 350,000 tested, 0.074% active; also: potency is read from the fitted curve at half-maximal effect; % is scaled to controls: 0 for no effect and ±100 for the full control effect; nearly all actives have a fitted effect of over 20% in size
Target sequence (P02791 2-175 limits assumed): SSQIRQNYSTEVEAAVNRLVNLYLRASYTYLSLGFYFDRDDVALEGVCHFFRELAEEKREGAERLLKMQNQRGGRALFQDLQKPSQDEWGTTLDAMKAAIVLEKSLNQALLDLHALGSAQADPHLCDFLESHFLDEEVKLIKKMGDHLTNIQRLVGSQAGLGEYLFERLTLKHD
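Steps: apoferritin (10 uM) was premixed with half-saturated 1-AMA in PBS, compounds were pin-transferred, plates stood 10 min at room temperature, fluorescence was read at 380/535 nm, and curves were fitted with a Hill equation.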
POLK inh: qHTS for Inhibitors of Polymerase Kappa; AID 588579, 2011; purified Pol kappa, fluorescent DNA synthesis assay, 10 min; Potency, µM (doses to about 107 µM), for the others: at the top dose activity, negative = inhibition, most hits filed as inhibitors; 400,000 tested, 0.53% active; also: potency is read from the fitted curve at half-maximal effect; % is scaled to controls: 0 for no effect and ±100 for the full control effect
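50 nM final substrate added after 15 min RT preincubation of 10 nM Pol kappa with compound; fluorescence read at 0 and 10 min.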
APEX1 inh: qHTS Assay for Inhibitors of the Human Apurinic/apyrimidinic Endonuclease 1 (APE1) | recombinant APE1, TAMRA/BHQ-2 abasic DNA cleavage fluorescence | Potency, µM (series often up to 65.8 µM), inactives show at the highest dose activity change, negative = inhibition, most hits filed as inhibitors | 350,000 tested, 0.35% active;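 also: potency is read from the fitted curve at half-maximal effect; plate controls were vehicle for no effect and reference inhibitor for full effect; nearly all actives have a fitted effect of over 55% in size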
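APE1 at 0.75 nM preincubated 15 min at room temperature with compound. Reaction then started with 50 nM double-stranded THF-abasic substrate labelled with TAMRA/BHQ-2, and 525/598 nm fluorescence read kinetically. Activity taken as third-minus-first read difference, normalized to DMSO and NSC13755 controls.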
* marks the source's active call; other numbers are inactive results; i = inactive; ? = inconclusive; . = no result given; [ ] = remark or other dose. Unless noted, calls follow the shape of the dose curve; as a rule, active = well fitted curve in the direction sought with a large enough effect; inconclusive = small, poorly fitted or top-dose-only effect, or another doubt; inactive = no such curve, though single readings can be large; an effect the other way counts as inactive or inconclusive. The list is partial (hit frequency here may not be typical).

Field names: A = POLH inh; B = PGK inhibitor; C = POLI inh; D = BLM helicase inh; E = POLB inh; F = RXFP1 antagonist; G = Apoferritin bind; H = POLK inh; I = APEX1 inh
COc1cc(OC)c(C(=O)OCC(=O)c2ccc3c(c2)NC(=O)CO3)cc1OC
  A: -13%	B: 4%	C: 17%	D: .	E: .	F: 0	G: .	H: -20%	I: -8%

Cc1cccc(N2CCN(C(=S)Nc3ccc4nc(N5CCN(C)CC5)cc(C)c4c3)CC2C)c1 (stereo not drawn)
  A: -16%	B: -1%	C: 31%[activator]	D: -1%	E: ?	F: 2	G: 0%	H: -6%	I: -4%

COc1ccc(NC2CS(=O)(=O)CC2NCc2ccco2)cc1 (stereo not drawn)
  A: 5%	B: -4%	C: ?	D: -4%	E: 9%	F: -6	G: 3%	H: -18%	I: 11%

O=C(CCN1C(=O)c2ccc([N+](=O)[O-])cc2C1=O)Nc1cccc(O)c1
  A: -18%	B: i	C: 30%	D: 2%	E: 31%	F: -11	G: 5%	H: -15%	I: -1%

CN(C)S(=O)(=O)c1ccccc1N=C=S
  A: -2%	B: .	C: -18%	D: -2%	E: 58%[activator]	F: 9	G: 2%	H: -12%	I: 13%

COc1ccc(-c2nc(C(N)=O)c3[nH]c(=O)n(-c4ccccc4OC)c3n2)c(OC)c1
  A: -10%	B: 1%	C: -12%	D: -1%	E: -9%	F: .	G: -21%	H: -14%	I: -3%

Cc1ccc2c(c1)N(CCC(=O)NC(C)C)C(=O)CO2
  A: -14%	B: -10%	C: -7%	D: -3%	E: 3%	F: -8	G: -5%	H: 1%	I: -2%

Cc1nc2ccccc2n1CCOc1ccc([N+](=O)[O-])cc1
  A: -20%	B: 10%	C: 16%	D: -1%	E: 8%	F: -3	G: -16%	H: 1%	I: 2%

Cc1cc(C(=O)O)c2c(=O)n(C)c(=O)n(C)c2n1
  A: -16%	B: 0%	C: 36%[activator]	D: 0%	E: 2%	F: .	G: 1%	H: -19%	I: .

COc1ccc(N(CC(=O)Nc2cccc(N(C)S(C)(=O)=O)c2)S(=O)(=O)c2ccccc2)cc1Cl
  A: -11%	B: -1%	C: 1%	D: -8%	E: -1%	F: 3	G: -6%	H: -9%	I: 2%

CCOc1ccccc1NC(=O)c1ccc2nccnc2c1
  A: 4%	B: .	C: -14%	D: 0%	E: 11%	F: 14	G: -12%	H: -10%	I: -3%

N#Cc1ncn(-c2ccc(Oc3ccccc3)cc2)c1N
  A: -12%	B: 5%	C: 23%	D: -7%	E: 0%	F: 20	G: -12%	H: -5%	I: 5%

O=c1[nH]c2cccc(Cl)c2n(CCNc2ncc(C(F)(F)F)cc2Cl)c1=O
  A: -13%	B: -4%	C: 15%	D: -2%	E: 23%	F: -20	G: ?	H: -12%	I: -1%

COC(=O)Cn1cnc2ccccc2c1=O
  A: -1%	B: -6%	C: 15%	D: 1%	E: 18%	F: -3	G: -3%	H: 1%	I: -1%

Cc1ccc(N2CC(C(=O)NCc3ccccn3)CC2=O)cc1 (stereo not drawn)
  A: -3%	B: -5%	C: 27%	D: -1%	E: 5%	F: -9	G: -7%	H: -1%	I: 3%

CCCCNc1cc(=O)oc2ccccc12
  A: 7%	B: -1%	C: 26%	D: 0%	E: 23%	F: -4	G: -10%	H: -2%	I: 2%

Cc1csc(=O)n1CC(=O)OCc1nnc(-c2ccc(Cl)cc2)o1
  A: -7%	B: i	C: 16%	D: .	E: .	F: -14	G: .	H: 1%	I: 19%

CCOC(=O)N1CCC(NC(=O)c2oc3c(F)cccc3c2C)CC1
  A: -3%	B: -7%	C: 29%	D: 0%	E: 5%	F: -9	G: ?	H: -3%	I: 6%

O=C(NCc1ccco1)C12CN(Cc3ccccc3)CC1C(c1ccc([N+](=O)[O-])cc1)=NO2 (stereo not drawn)
  A: -6%	B: 7%	C: ?	D: -3%	E: -7%	F: .	G: ?	H: -2%	I: -3%

Cc1ccc(C(=O)N/C(=C/c2cccs2)C(=O)NCc2ccco2)cc1
  A: -4%	B: i	C: 116%[activator]	D: -1%	E: 1%	F: -3	G: -2%	H: -16%	I: 4%

CCOC(=O)c1ccccc1NC(=O)c1ccccc1NS(C)(=O)=O
  A: -3%	B: -7%	C: 21%	D: 0%	E: -5%	F: 8	G: -13%	H: 2%	I: 2%

Cc1cccc2cc(CN(Cc3ccco3)C(=O)c3ccco3)c(=O)[nH]c12
  A: -2%	B: 8%	C: 14%	D: -2%	E: 21%	F: 6	G: -10%	H: 0%	I: 20%

CC(=O)N1CCN(S(=O)(=O)c2cccc(C(=O)NNC(=O)Cn3nc(C)cc3C)c2)CC1
  A: -14%	B: -10%	C: 15%	D: .	E: .	F: -6	G: .	H: 9%	I: 37%[activator]

CC(OC(=O)c1ccc(NS(=O)(=O)c2ccc3[nH]c(=O)[nH]c3c2)cc1)C(=O)Nc1ccc(Cl)cc1 (stereo not drawn)
  A: 2%	B: 5%	C: 136%[activator]	D: -12%	E: -36%	F: -7	G: ?	H: -12%	I: -8%

Cc1cc(=O)[nH]c2ccc(S(=O)(=O)Nc3ccc(O)cc3)cc12
  A: -24%	B: i	C: 35%[activator]	D: -2%	E: 6%	F: 4	G: -18%	H: -12%	I: -2%

Single records, as listed above. Values in the order: POLH inh, PGK inhibitor, POLI inh, BLM helicase inh, POLB inh, RXFP1 antagonist, Apoferritin bind, POLK inh, APEX1 inh
CCOc1ccccc1NC(=O)c1ccc2nccnc2c1 is entered as 4%, ., -14%, 0%, 11%, 14, -12%, -10%, -3%
COc1ccc(-c2nc(C(N)=O)c3[nH]c(=O)n(-c4ccccc4OC)c3n2)c(OC)c1 is entered as -10%, 1%, -12%, -1%, -9%, ., -21%, -14%, -3%

More compounds:
Field names: A = POLH inh; B = PGK inhibitor; C = POLI inh; D = BLM helicase inh; E = POLB inh; F = RXFP1 antagonist; G = Apoferritin bind; H = POLK inh; I = APEX1 inh
CCOc1ccc(N2CC(C(=O)Nc3ccc(F)cc3F)CC2=O)cc1 (stereo not drawn)
  A: -9%	B: -9%	C: 40%[activator]	D: 0%	E: 4%	F: -8	G: -14%	H: -8%	I: 4%

COc1cccc(OCc2cc(C(=O)N3CCN(c4ccccc4OC)CC3)no2)c1
  A: -12%	B: i	C: 9%	D: -8%	E: -20%	F: 2	G: -22%	H: 1%	I: 49%

COc1cc(OC)c(OC)cc1/C=N/Nc1ncnc2c1[nH]c1ccccc12
  A: -3%	B: i	C: 22%	D: 22µM*	E: 3%	F: 1	G: 54%[activator]	H: -5%	I: 4%

Cc1cc(C(=O)CSc2nnc(-c3ccco3)o2)c(C)n1-c1ccc2c(c1)OCCO2
  A: -4%	B: 0%	C: -4%	D: -9%	E: 16%	F: -21	G: -11%	H: -15%	I: -7%

Cc1c(C)c2ccc(OCC(=O)N3CCC[C@@H]3C(=O)O)c(C)c2oc1=O
  A: -8%	B: 0%	C: -14%	D: -2%	E: 23%	F: 8	G: -2%	H: -5%	I: -4%

Cc1cc(C(=O)NCCCOC(C)C)c2ccccc2n1
  A: -6%	B: i	C: 7%[58.9 µM]	D: -5%	E: 24%	F: 11	G: -3%	H: -2%	I: 1%

Cc1ccc(-n2nc(C(=O)N3CCCCC3)c(=O)n(C)c2=O)cc1
  A: -4%	B: -9%	C: -20%	D: 2%	E: ?	F: -1	G: 4%	H: -9%[60.1 µM]	I: .

COc1ccc(CCNC(=O)[C@H](C)NC(=O)[C@@H]2CSC3c4ccccc4C(=O)N32)cc1 (stereo partly drawn)
  A: 10%	B: -3%	C: -12%	D: 0%	E: 27%	F: 7	G: -7%	H: -2%	I: 3%

COc1ccc(C(=O)C2CCCN(Cc3ccc4nonc4c3)C2)c(OC)c1 (stereo not drawn)
  A: -20%	B: i	C: 4%	D: -10%	E: 0%	F: -21	G: ?	H: 10%	I: 14%

Cc1cc2c(SCC(=O)Nc3cccc(O)c3)ncnc2s1
  A: 22µM*	B: i	C: ?	D: .	E: .	F: -20	G: .	H: 89µM*	I: .

O=C(OC(C(=O)NCc1cccs1)c1ccccc1F)c1ccco1 (stereo not drawn)
  A: 3%	B: 7%	C: 0%	D: -3%	E: 22%	F: 0	G: 3%	H: -3%	I: -2%

CCOc1ccc(C(=O)OC2CCN(C)CC2)cc1
  A: -19%	B: 0%	C: -6%	D: -8%	E: 16%	F: 1	G: -6%	H: 1%	I: 2%

CCCCN=Cc1c(C)[nH]n(-c2ccccc2)c1=S
  A: -18%	B: -1%	C: 8%	D: -6%	E: 0%	F: 7	G: -13%	H: -1%	I: 10%

O=C(c1ccc2nc[nH]c2c1)N1CCc2ccccc2C1
  A: -11%	B: i	C: 108%[activator]	D: -5%	E: -17%	F: -5	G: 0%	H: -3%	I: -12%

Cc1nc(N2CCOCC2)sc1C(=O)NN
  A: -21%	B: i	C: 7.1µM*	D: 0%	E: -18%	F: -9	G: -10%	H: -16%	I: 3%

COc1ccc(/C(C)=N/NC(=O)CNC(=O)c2ccco2)cc1
  A: -8%	B: 0%	C: 16%	D: 3%	E: 8%	F: 1	G: -12%	H: -4%	I: 1%

COc1cccc(CN(C)C(=O)C2CC(=O)N(c3ccc4c(c3)OCCO4)C2)c1 (stereo not drawn)
  A: -16%	B: 12%	C: 40%[activator]	D: .	E: .	F: 3	G: .	H: 0%	I: 4%

CCN1C(=O)c2ccccc2S(=O)c2ccc(C(=O)N3CCN(C(=O)c4ccco4)CC3)cc21 (stereo not drawn)
  A: -21%	B: -9%	C: 22%	D: 3%	E: 0%	F: -7	G: -2%	H: 8%	I: 1%

Cc1ccc(N2CC(C)Cn3c2nc2c3c(=O)n(CC(=O)OCc3ccccc3)c(=O)n2C)cc1C (stereo not drawn)
  A: -15%	B: 0%	C: 12%	D: -1%	E: 9%	F: 8	G: -10%	H: 2%	I: 2%
